L929 necroptosis: blocks zVAD induced death of L929 cells; L929 zVAD necroptosis rescue, ATP luminescence, 24 h; with zVAD 60 µM; viability rescue, % at 10 µM; AID 1377; hit rate 0.38% among 220,000;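 active = activation, scaled between plate controls, above about 75%, limit read from the data; inactive = activation under that limit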;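 also: 0% = zVAD with DMSO and 100% = DMSO alone without zVAD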
Runt-SMMHC FRET: blocks binding of human RUNX1 Runt domain to CBFb-SMMHC. Cerulean-Runt/Venus-CBFb-SMMHC FRET ratio 530/480, 1 h. inhibition, % at 20 µM. AID 1434. hit rate 0.74% among 220,000. Q01196+Q13951;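 active = mean inhibition across duplicate retests at 20 µM reaching about 50%, limit read from the data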;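 also: 0% = DMSO wells and 100% = wells with excess untagged CBFb-SMMHC; inhibitors lower the FRET ratio by blocking Runt binding to CBFb-SMMHC; some results filed as inactive read as strong as hits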
14-3-3 Bad PPI: disrupts binding of bovine 14-3-3 zeta to phospho-Bad peptide; AID 781; hit rate 0.71% among 220,000; TR-FRET 14-3-3zeta/Dy647-pBad peptide displacement, 1 h; P63103; inhibition, % at 21.7 µM;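 active = inhibition above about 70%, limit read from the data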;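 also: 0% = full 14-3-3 plus peptide FRET controls and 100% = background without 14-3-3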
NCF1 inh: p47phox (human) inhibition; P14598; p47phox/p22phox peptide binding, fluorescence polarization, 2 h; hit rate 0.53% among 220,000; inhibition, % at 24.7 µM;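 active = inhibition above about 30%, limit read from the data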;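 also: 0% = p47phox with labelled peptide and 100% = labelled peptide alone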
Target sequence (P14598 whole entry, looked up): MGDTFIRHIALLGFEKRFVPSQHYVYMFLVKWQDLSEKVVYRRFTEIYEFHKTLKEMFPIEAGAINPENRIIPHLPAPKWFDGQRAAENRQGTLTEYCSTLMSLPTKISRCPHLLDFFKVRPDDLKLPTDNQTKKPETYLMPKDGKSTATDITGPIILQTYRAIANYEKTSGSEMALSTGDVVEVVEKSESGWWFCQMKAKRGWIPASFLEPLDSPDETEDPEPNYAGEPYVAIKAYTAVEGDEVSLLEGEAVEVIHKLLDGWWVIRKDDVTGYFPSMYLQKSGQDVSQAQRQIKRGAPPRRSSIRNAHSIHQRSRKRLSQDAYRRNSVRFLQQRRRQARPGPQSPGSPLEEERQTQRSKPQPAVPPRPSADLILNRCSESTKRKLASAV
Runt-CBFb FRET: Runt domain-CBFb interaction inhibition; AID 1496; Cerulean-Runt/Venus-CBFb FRET ratio 530/480, 1 h; inhibition, % at 20 µM; hit rate 0.46% among 220,000;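 active = inhibition over about 50% at 20 µM in the single-dose screen, limit read from the data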;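 also: 0% = DMSO wells and 100% = excess unlabeled CBFb competitor control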
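System: Cerulean-labeled Runt domain protein | Quantity: 100 nM of each labeled protein | Schedule: 1 h compound exposure, room temperature | Detection: Fluorescence energy transfer, 422 nm excitation, 530/480 nm emission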
Mdm2 ligase inh: blocks human Mdm2 ubiquitin ligase activity. Q00987. cell-based MDM2 ubiquitination luciferase reporter, 2 h; 0 = plate control, 100 = twice control, blank-subtracted. AID 1230. hit rate 0.11% among 210,000. signal enhancement, % at 5 µM;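 active = signal enhancement of 30% or more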;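 also: luminescence tracks abundance of the self-degrading MDM2-luciferase fusion protein; higher signal means inhibition of MDM2 E3 ligase activity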
Target sequence (Q00987 whole entry, looked up, the tested form may be a part): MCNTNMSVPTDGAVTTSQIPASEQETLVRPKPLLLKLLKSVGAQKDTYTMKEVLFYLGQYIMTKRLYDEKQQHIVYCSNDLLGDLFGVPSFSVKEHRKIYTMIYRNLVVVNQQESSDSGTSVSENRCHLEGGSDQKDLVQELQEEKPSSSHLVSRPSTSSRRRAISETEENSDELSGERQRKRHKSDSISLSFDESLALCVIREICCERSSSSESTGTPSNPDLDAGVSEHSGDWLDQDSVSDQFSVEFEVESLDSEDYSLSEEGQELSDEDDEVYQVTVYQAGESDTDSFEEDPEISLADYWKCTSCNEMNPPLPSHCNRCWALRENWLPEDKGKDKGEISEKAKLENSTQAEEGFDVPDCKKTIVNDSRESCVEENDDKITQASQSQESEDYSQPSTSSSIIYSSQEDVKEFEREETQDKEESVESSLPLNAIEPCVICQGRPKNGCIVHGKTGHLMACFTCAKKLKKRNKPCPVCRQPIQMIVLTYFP
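test system = mammalian cells stably expressing self-ubiquitinating, self-degrading MDM2 E3–luciferase fusion | quantity = 2000 cells/well | incubation = cell settling 4 h, compound treatment 2 h, both 37 °C | signal = luminescence with SteadyLite reagent, 15 min at room temperature | evaluation = % enhancement relative to plate controls after blank subtraction | benchmarks = plate controls and plate blanks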
TbHK1 inh: blocks Trypanosoma brucei hexokinase 1 activity; recombinant TbHK1, G6PDH-coupled NADH A340; inhibition, % at 10 µM; hit rate 0.11% among 220,000;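 active = inhibition of 50% or more in the single-dose primary screen; inactive = inhibition below 50%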
Hck-Nef inh: inhibitors of human Hck kinase activated by Nef; Recombinant Hck-YEEI plus Nef, Z-Lyte FRET kinase assay; P08631; inhibition, % at 20 µM; hit rate 0.68% among 220,000;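 active = Hck-Nef kinase inhibition above about 50%, limit read from the data; inactive = inhibition below that limit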;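 also: 0% = DMSO with Hck plus Nef and 100% = Hck alone without Nef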
EBV gp42 inh: EBV gp42 inhibition; Q1HVG2; Fluorescence polarization binding assay, mP read-out; hit rate 0.42% among 220,000; inhibition, % (tested at 21.74 µM); in the data active = inhibition above about 50%
Target sequence (Q1HVG2 whole entry, looked up): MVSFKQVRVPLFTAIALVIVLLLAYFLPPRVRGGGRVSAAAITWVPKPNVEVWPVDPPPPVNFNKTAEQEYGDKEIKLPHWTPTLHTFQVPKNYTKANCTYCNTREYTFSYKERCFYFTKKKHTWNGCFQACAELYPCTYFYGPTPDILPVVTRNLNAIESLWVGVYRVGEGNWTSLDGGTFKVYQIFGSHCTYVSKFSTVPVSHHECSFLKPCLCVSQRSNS
* marks the source's active call; other numbers are inactive results; / = no result given; [ ] = dose if it differs, or a comment.

SMILES	L929 necroptosis	Runt-SMMHC FRET	14-3-3 Bad PPI	NCF1 inh	Runt-CBFb FRET	Mdm2 ligase inh	TbHK1 inh	Hck-Nef inh	EBV gp42 inh
Cc1noc(C)c1C(=O)N1CCCC(C(=O)c2ccc(Cl)cc2)C1 (centres undefined)	0.2	0	-5	-1	3	-12	4	14	-4
Cc1cc(NC(=O)CSc2nnc(-c3c[nH]c4ccccc34)n2-c2ccc(F)cc2)no1	-0.1	-21	-4	-3	-2	2	-10	10	-4
O=C(Nc1nc(-c2ccco2)c(-c2ccco2)s1)C1CCC1	2.2	-13	5	-18	20	-16	1	14	2
CN(C)c1cccc(C(=O)OCC(=O)NCc2ccco2)c1	-0.1	-4	3	-5	-5	-11	-4	2	0
OC(CNCCC(c1ccccc1)c1ccccc1)COc1ccccc1 (centres undefined)	0.6	3	0	5	0	-3	11	24	7
COc1ccc(C2C3=C(CCCC3=O)Nc3nc(-c4cc(OC)c(OC)c(OC)c4)nn32)cc1OC (centres undefined)	-0.3	4	-3	-2	3	-11	19	16	-20
O=C(c1sc2cc(F)ccc2c1Cl)N1CCN(c2ccccc2)CC1	/	2	4[fluorescence artefact?]	-7	0	2	7	-1	-3
CN1CCC(OC(=O)COc2ccc(C(C)(C)C)cc2)CC1	1.3	5	8	-18	0	-2	9	3	-13
O=C(CNc1ccc(F)cc1F)NC(=O)NCc1ccco1	-0.2	-2	6	-12	-1	/	2	8	-8
CC1Cc2ccccc2N1CC(=O)Nc1ccc(N2CCOCC2)cc1 (centres undefined)	13	0	-16	3	2	-7	-7	22	-6
CCC(C(=O)OC)n1cnc2c(nnn2-c2cccc(Cl)c2)c1=O (centres undefined)	0.8	-1	3	-3	4	-12	2	2	-16
COc1ccc(N(Cc2cc3cccc(C)c3[nH]c2=O)S(C)(=O)=O)cc1	-0.1	-3	-13	23	2	-7	-18	4	-5
O=C(Cc1csc(N2CCOCC2)n1)N/N=C/c1ccccc1C(=O)O	0.0	1	-4	-6	1	-2	-6	20	-12
COc1cc(OC)cc(-c2nc3cc(C)ccc3o2)c1	/	-4	2	-15	-2	-26	-5	-6	-10
Cc1cc(Cl)c(OCCCCNC(C)(C)C)c(Br)c1	2.9	1	-17[fluorescence artefact?]	-12	0	-9	19	2	-13
CCc1ccccc1NC1=NCC(=O)N1C1CCCC1	1.2	3	2	-1	-3	-6	-6	19	-4
Cc1cc(C(=O)OCC(=O)N2CCCC2)c2ccccc2n1	-0.5	-2	-1	-16	3	-16	-8	0	-9
Cc1ccc(OCCCCN2CCCCC2)c(Br)c1	0.0	5	19	6	-2	-1	2	5	-7
Cc1nc2ccccc2c2nc3ccccc3n12	34	0	-2[fluorescence artefact?]	0	0	-3	-9	3	-3
CCSc1nnc2ccc(-c3cccs3)nn12	9.3	-2	-5	-10	-2	3	-8	20	1
O=C(Nc1ccc(F)cc1)N1CCN(C/C=C/c2ccccc2)CC1	-0.6	0	-9[fluorescence artefact?]	0	1	5	12	6	-7
COC(=O)C1CCN(C(=O)c2sc3nc(-c4ccccc4)cn3c2C)CC1	0.5	-3	-10[fluorescence artefact?]	-3	0	-8	-3	-1	-13
CC(C)c1ccc(/C=N/NC(=O)c2c(Cl)cnn2C)cc1	2.2	0	-7	1	-2	-41	-1	2	10
Cc1ccc(NC(=S)NNC(C)(C)C)cc1	-0.2	2	-6	-5	4	4	5	4	-9
Cc1ccc(OCC(=O)Nc2cccc3nsnc23)c(C)c1	0.2	24	-2[fluorescence artefact?]	-69	8	-24	18	-18	-14

Copied from the listing, 4 compounds:
SMILES	L929 necroptosis	Runt-SMMHC FRET	14-3-3 Bad PPI	NCF1 inh	Runt-CBFb FRET	Mdm2 ligase inh	TbHK1 inh	Hck-Nef inh	EBV gp42 inh
Cc1noc(C)c1C(=O)N1CCCC(C(=O)c2ccc(Cl)cc2)C1 (centres undefined)	0.2	0	-5	-1	3	-12	4	14	-4
Cc1cc(NC(=O)CSc2nnc(-c3c[nH]c4ccccc34)n2-c2ccc(F)cc2)no1	-0.1	-21	-4	-3	-2	2	-10	10	-4
O=C(Nc1nc(-c2ccco2)c(-c2ccco2)s1)C1CCC1	2.2	-13	5	-18	20	-16	1	14	2
CN(C)c1cccc(C(=O)OCC(=O)NCc2ccco2)c1	-0.1	-4	3	-5	-5	-11	-4	2	0

Next records follow.
SMILES	L929 necroptosis	Runt-SMMHC FRET	14-3-3 Bad PPI	NCF1 inh	Runt-CBFb FRET	Mdm2 ligase inh	TbHK1 inh	Hck-Nef inh	EBV gp42 inh
CCCC(=O)Nc1nc2nc(C)cc(=O)n2[nH]1	0.2	-2	4	-1	0	-16	-2	0	-3
Cc1cnc(NC(=O)C2CCCO2)s1 (centres undefined)	0.0	2	13	4	0	-21	-1	-1	-18
CC1CN(Cc2ccccc2)c2nc3c(c(=O)n(C)c(=O)n3C)n2C1 (centres undefined)	-0.6	0	-11[fluorescence artefact?]	3	1	-4	-5	-1	-7
Cc1cccc(C(=O)O)c1NC(=O)c1ccc(F)cc1	-0.1	-5	-5	-5	1	1	-6	7	-5
CC(C)COP(=O)(OCC(C)C)C(O)c1ccc(N(C)C)cc1 (centres undefined)	4.0	-3	-3	-1	0	-11	-4	18	-18
COc1ccc(S(=O)(=O)NCC(c2cccnc2)N2CCN(C)CC2)cc1C (centres undefined)	0.8	-3	41	-5	0	-12	6	12	-27
COc1ccc(-c2cnnn2-c2ccc(N)cc2)cc1OC	0.8	0	56	4	0	-1	-3	11	-4
CC(=O)Nc1ccc2c(c1)OCCOCCOc1cc(NC(C)=O)ccc1OCCO2	0.3	-2	6	-2	0	-21	6	10	-9
CC(C(=O)Nc1cccnc1)N1C(=O)c2ccccc2C1=O (centres undefined)	1.1	0	-4	-1	-3	-4	-3	2	-12
COc1ccc(N2C(=O)CSC(c3ccccc3)C2=O)cc1 (centres undefined)	-0.4	-9	-6	-6	2	-2	-1	1	-1
N#CCCN(Cc1ccccc1)C(=S)Nc1ccccc1	0.2	-5	-32	-4	0	1	-2	2	-7
COC(=O)c1ccc(C(=O)NC(=S)Nc2ccc3nc(SC)sc3c2)cc1	-0.2	-5	43	11	-2	14	-6	24	-24
COc1ccc(N(CC(=O)NCCc2ccc(Cl)cc2)S(=O)(=O)c2c(C)[nH]c(=O)[nH]c2=O)cc1	1.5	2	4	7	0	-14	-1	16	-12
O=C(CCSCCC(=O)Nc1ccccc1F)Nc1ccccc1F	0.0	0	8[fluorescence artefact?]	0	1	-5	1	1	9
Cc1cc(O)c(C(=O)Cc2csc(C)n2)c(O)c1	1.6	-3	-3	-2	9	-12	-8	26	0
COCCn1cc(C(=O)NCCCN2CCC(C)CC2)c2c3ccccc3n(C)c2c1=O	0.4	1	/	-69	1	-6	-18	-2	-19
Cc1cc(C)nc(Nc2n[nH]c(C)n2)n1	9.5	0	-12	0	0	-12	4	15	3
NCCCCCc1nnc(SCc2cccc(Cl)c2)o1	0.1	1	-8	-2	-1	-2	-2	0	-10
COc1ccc(CNc2oc(-c3cccc4ccccc34)nc2P(=O)(OC)OC)cc1	-0.1	-3	-6	-16	-10	-13	-18	29	9
COc1ccc(OC)c(C2C3=C(CC(C)(C)CC3=O)Nc3nnnn32)c1 (centres undefined)	0.0	3	-4[fluorescence artefact?]	-15	0	/	-13	0	-18
CCOc1ccc(C=Nc2cccc3ncccc23)cc1	0.7	-20	-3	-6	1	-1	-11	28	-12
CCCn1c(SCC(=O)N2c3ccccc3Sc3ccccc32)nc2ccccc21	1.8	3	-9[fluorescence artefact?]	-17	1	/	-6	-1	6
Cc1cc(C)cc(NC(=O)CCN2CCCC2)c1	2.8	3	-6	-5	0	5	-10	22	-13
CCCC(=O)NC(=S)Nc1cccc(NC(=O)c2ccccc2Cl)c1	1.2	4	-18	-2	2	-4	15	-3	-14
COc1cc(OC)cc(C(=O)NCC(=O)OCC(=O)NC(C)(C)C)c1	1.5	0	-6	-6	0	-13	-5	0	-20
SMILES	L929 necroptosis	Runt-SMMHC FRET	14-3-3 Bad PPI	NCF1 inh	Runt-CBFb FRET	Mdm2 ligase inh	TbHK1 inh	Hck-Nef inh	EBV gp42 inh
COc1ccccc1NS(=O)(=O)c1cccc(NC(=O)c2sc3ccccc3c2Cl)c1	3.7	-1	-7	-5	1	-2	-1	154*	-1
COc1ccccc1N1C(=O)C2C(c3ccccc3F)NN(C(=O)c3ccc(C)cc3)C2C1=O (centres undefined)	5.4	1	-9[fluorescence artefact?]	-7	1	/	0	-6	-14
O=C(Nc1ccc(C(=O)N2CCOCC2)cc1)c1cc(-c2cccnc2)nc2ccc(Cl)cc12	1.1	-3	-5	-11	-4	-26	-18	-1	11
O=[N+]([O-])c1cccc(-c2cn3ccccc3n2)c1	1.6	-1	-13	-7	0	-18	-9	25	-16
O=C(NCc1ccco1)Nc1ccccc1Cl	0.1	-1	-5	-9	1	15	-5	2	-7
COc1ccc(NC(C)=O)c2nc(C)c(C)nc12	0.3	-9	-7	-12	-1	-11	-12	0	-17
O=C(O)Cn1cnc2c(=S)nc[nH]c21	0.5	-3	-3	-19	43	-24	-12	-1	-12
CC(=O)Nc1cccc(OCCCOc2ccc([N+](=O)[O-])cc2)c1	0.9	-2	8	-9	0	/	-15	10	-5
CCc1cc(C(=O)c2ccc(OC)cc2)c(NC(=O)CN2CCCC2)s1	1.4	-12	-2	4	-1	-18	-16	-8	-8
Cc1ccc(-c2csc3nc(CN(C)Cc4ccccc4)[nH]c(=O)c23)cc1	1.9	-21	-6	-85	-11	-12	7	-30	-26
O=C(OCCNc1ncc(C(F)(F)F)cc1Cl)c1ccc(S(=O)(=O)N2CCOCC2)cc1	0.0	-2	-5	-9	-6	-21	13	-1	7
CN(C(=O)c1ccc2c(c1)C(=O)N(CCC1=CCCCC1)C2=O)C1CCCCC1	0.1	-4	4	-20	-2	-6	-10	2	0
OC(CNCc1ccccc1)c1ccccc1 (centres undefined)	-0.5	1	-15	-5	4	-18	-9	15	-14
CC(=O)Oc1ccc2c(c1)cc(C)n2C	-0.1	-1	-12	-5	-3	-4	-2	12	-14
COc1ccc(CC2(CO)CCN(S(=O)(=O)N(C)C)CC2)cc1	1.4	1	-7	-2	2	-6	-1	20	-12
CCn1c(SCc2ccc(Cl)cc2)nc2nc3c(cc2c1=O)CCCC3	-0.1	-50	-3	-16	-5	-5	-8	3	-3
CCOc1ccccc1NC(=O)CN(c1cc(C)cc(C)c1)S(=O)(=O)c1c(C)noc1C	0.2	0	2	0	-3	-17	5	5	-10
CC(=O)OC[C@H]1O[C@@H](n2ccc(=O)[nH]c2=S)C(OC(C)=O)C1OC(C)=O (some centres undefined)	0.7	-4	2	1	-2	-10	4	6	-10
CCC(C)C(=O)Nc1nc(C)c(-c2csc(Nc3cc(Cl)ccc3OC)n2)s1 (centres undefined)	17	6	-4[fluorescence artefact?]	-33	10	-1	-15	2	-12
COc1ccccc1/C=C/C(=O)OCC(=O)NNC(=O)c1ccccc1	-0.7	4	3	1	0	-11	-13	3	-15
O=C(Nc1ccc2c(c1)OCCO2)C1CC1c1ccccc1 (centres undefined)	2.3	4	-1[fluorescence artefact?]	-8	-2	-11	-6	5	-13
CC1(C)CC(=O)C(C(=O)/C=C/c2ccco2)C(=O)C1	4.0	-9	6	-1	6	-5	-18	18	-8
Cc1cccc(NC(=O)c2nc(-c3ccccc3)n(-c3ccccc3)n2)c1C	1.3	-2	-8	-13	3	/	9	1	-5
